Screening results: PubChem, several laboratories
PhoP inhibition – PhoP-dependent GFP reporter repression – Salmonella Typhimurium, primary screen (AID 1863); S. Typhimurium PhoP-regulated promoter GFP reporter, 4 h; higher % means a stronger effect; one-dose inhibition, % at 50 µM; IC50 in µM for titrated hits; 0.16% of 300,000 active;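 active means inhibition over 29.93%, a cutoff 3 SD above the screen mean, later confirmed by dose response; inconclusive means inhibition over 29.93% but no dose response follow-up; inactive means inhibition at most 29.93% or unconfirmed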;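 further: 0% = low Mg2+ inducing control and 100% = high Mg2+ repressing control; strong numbers were not always called active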
Large T inhibition – SV40 large T antigen inhibitors, biochemical (AID 1903) | SV40 large T antigen ATPase/helicase inhibition assay; higher % means a stronger effect | inhibition, % at 20 µM; hits with a dose series show IC50 in µM | 0.39% of 310,000 active; in the data active means a potency from the dose series; inconclusive means inhibition mostly from about 32% at the one dose, without a potency; inactive means the rest, 99 in 100 with inhibition below about 32%; further: strong numbers were not always called active
West Nile virus CPE – West Nile virus antiviral activity, cell-based, CPE readout (AID 1621) | CPE inhibition, % at 10 µM, or IC50 in µM where a hit was titrated | West Nile virus-infected cells, CPE inhibition; higher % means a stronger effect | 0.02% of 290,000 active; in the data active means a potency from the dose series; inconclusive means CPE inhibition mostly from about 3.7% at the one dose, without a potency; inactive means the rest, 99 in 100 with CPE inhibition below about 2.2%; further: strong numbers were not always called active
human PMI inhibitors – human PMI inhibitors, high substrate, primary screen, biochemical, fluorescence intensity, high mannose 6-phosphate (AID 1220); recombinant PMI enzyme, coupled fluorescence intensity; higher % means a stronger effect; one-dose inhibition, % at 20 µM; IC50 in µM for titrated hits; 0.66% of 190,000 active
TNAP activation fold – stimulation of alkaline phosphatase TNAP activity – biochemical, luminescent, no phosphate acceptor, uHTS, primary screen (AID 1001); purified TNAP, luminescent activation assay, no phosphate acceptor; higher activation fold means a stronger effect; activation fold at 20 µM, or EC50 in µM where a hit was titrated; 0.03% of 200,000 active; in the data active means activation fold from about 3, or a potency from the dose series; inactive means the rest, 99 in 100 with activation fold below about 1.6; further: many of its hits are not listed in these tables
RSV CPE inhibition – RSV antiviral activity via CPE protection, HEp-2 cells, primary 10 µM value included (AID 2391). HEp-2 cells, RSV-induced CPE inhibition; higher % means a stronger effect. CPE inhibition, % at 10 µM, or IC50 in µM where a hit was titrated. 0.13% of 310,000 active; in the data active means a potency from the dose series; inconclusive means CPE inhibition mostly from about 23% at the one dose, without a potency; inactive means the rest, 99 in 100 with CPE inhibition below about 21%; further: strong numbers were not always called active
CSM14.1 death rescue – rescue of cells from ER stress-induced death, primary screen, 384-well, CSM14.1, thapsigargin, ATP luminescence (AID 1222); CSM14.1 thapsigargin-induced death rescue, ATP luminescence; higher % means a stronger effect; cellular ATP content (survival), % at 20 µM, or EC50 in µM where a hit was titrated; 190,000 tested, under 10 active;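 active means EC50 below 50 µM in the dose-response confirmation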;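 further: death triggered by thapsigargin at about 15 µM added after 2 h compound pretreatment; cell ATP read after overnight thapsigargin exposure of roughly 18 to 22 hours; normalized against plate controls of thapsigargin alone and 5% DMSO vehicle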
human PMI inhibition – MPI enzyme activity inhibition – biochemical, fluorescence intensity, coupled assay, primary screen (AID 1209); purified PMI enzyme, coupled fluorescence intensity; higher % means a stronger effect; inhibition, % at 20 µM; hits with a dose series show IC50 in µM; 0.42% of 190,000 active;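 further: plate controls were DMSO vehicle for no effect and wells lacking substrate for full effect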
Insulin prom up – MIN6 insulin promoter up-regulation | MIN6 insulin promoter-GFP reporter, high-content imaging; stronger effect = higher value | z-score at 5 µM | 0.3% of 190,000 active;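 active means z-score above 3 at 5 µM with at least 500 cells counted in the well; inconclusive means wells under 500 cells, flagged as cytotoxic or low count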
Insulin prom up cell count – second read-out of Insulin prom up, no call of its own (marks repeat the call); cell count; measured here: cytotoxicity, nuclei count;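 total cells summed across four imaged fields per well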
* = called active by the depositor; ? = inconclusive; · = not tested or not shown. Unless noted, no stated cut-off is given here; in the data, active means inhibition above about 50%; inactive means the rest.

SMILES	PhoP inhibition	Large T inhibition	West Nile virus CPE	human PMI inhibitors	TNAP activation fold	RSV CPE inhibition	CSM14.1 death rescue	human PMI inhibition	Insulin prom up	Insulin prom up cell count
COc1ccc(C(C)N2CC34C=CC(O3)C(C(=O)O)C4C2=O)cc1 (stereo not given)	-7%	2%	·	14%	1.1	2.9%	0.8%	10%	-0.08	1600
NS(=O)(=O)c1cc(C(=O)OCC(=O)c2ccccc2)c(Cl)cc1Cl	-3%	2%	1.5%	9%	1.1	0.6%	-1.3%	9%	1.3	1460
COc1ccc(CCNC(=O)COc2cc(=O)n(C)c3ccccc23)cc1OC	0%	6%	0.1%	4%	1.1	3.2%	0.5%	1%	-0.71	1297
COCCCN(C(=S)Nc1cc(Cl)cc(Cl)c1)C(C)c1ccncc1 (stereo not given)	-6%	9%	-0.2%	10%	1.1	4.1%	0.0%	15%	0.22	1385
CCn1c(C(=O)N2CCCC(C(=O)NCCc3ccc(C)cc3)C2)cc2sccc21 (stereo not given)	2%	2%	-0.3%	2%	1.2	3.3%	-0.2%	8%	-2.4	1009
O=C(Nc1nnc(SCc2c(Cl)cccc2Cl)s1)c1cccc([N+](=O)[O-])c1	0%	7%	-0.2%	·	·	22%	·	·	0.41	1073
Oc1ccccc1-c1nnc2n1CCCCC2	2%	0%	0.8%	·	·	0.6%	·	·	·	·
COc1ccc(N2CCN(C(=O)c3cn(C)c4ccc(S(=O)(=O)N5CCOCC5)cc4c3=O)CC2)cc1	-3%	21%	0.0%	·	·	0.5%	·	·	·	·
CC1CC1C(=O)Nc1nc(-c2ccc(Cl)s2)cs1 (stereo not given)	-1%	10%	-1.6%	7%	0.9	5.3%	-2.8%	7%	-0.23	1290
O=C(O)CCCSc1nccn1-c1ccccc1	4%	3%	0.4%	-15%	1.1	-0.9%	-0.1%	-20%	-0.95	1308

Full records, quoted from the list.
COc1ccc(C(C)N2CC34C=CC(O3)C(C(=O)O)C4C2=O)cc1 (stereo not given) in the list: PhoP inhibition: -7%; Large T inhibition: 2%; West Nile virus CPE: ·; human PMI inhibitors: 14%; TNAP activation fold: 1.1; RSV CPE inhibition: 2.9%; CSM14.1 death rescue: 0.8%; human PMI inhibition: 10%; Insulin prom up: -0.08; Insulin prom up cell count: 1600
COc1ccc(N2CCN(C(=O)c3cn(C)c4ccc(S(=O)(=O)N5CCOCC5)cc4c3=O)CC2)cc1 in the list: PhoP inhibition: -3%; Large T inhibition: 21%; West Nile virus CPE: 0.0%; human PMI inhibitors: ·; TNAP activation fold: ·; RSV CPE inhibition: 0.5%; CSM14.1 death rescue: ·; human PMI inhibition: ·; Insulin prom up: ·; Insulin prom up cell count: ·

(list continues)
SMILES	PhoP inhibition	Large T inhibition	West Nile virus CPE	human PMI inhibitors	TNAP activation fold	RSV CPE inhibition	CSM14.1 death rescue	human PMI inhibition	Insulin prom up	Insulin prom up cell count
CC1CCN(C(=S)NC(=O)c2ccccc2Br)CC1	-2%	26%	0.5%	·	·	0.2%	·	·	·	·
CCCN1CC=C2C(C#N)=C(N)C(C#N)(C#N)C(c3cccc(OC)c3OC)C2C1 (stereo not given)	-10%	16%	-0.7%	17%	1.3	-1.4%	-1.0%	20%	·	·
O=S(=O)(NCc1cccnc1)c1ccc(Cl)c(Cl)c1	10%	11%	0.0%	-4%	1.1	-0.9%	-0.3%	1%	0.17	1079
O=C(Nc1ccc2c(c1)OCO2)[C@@H]1[C@@H]2C(=O)N(C3CCCCC3)C(=O)[C@@H]2C2c3ccccc3C=CN21 (stereo not given in full)	-9%	8%	-0.3%	15%	1.1	2.6%	4.1%	11%	-0.25	1737
O=C(CCn1c(=O)sc2ccccc21)NC1=NCCS1	8%	10%	-0.4%	-4%	1.1	0.8%	0.4%	2%	0.17	1264
Cc1ccc(N2CC(C(=O)NC3CCC(C)CC3)CC2=O)cc1 (stereo not given)	4%	2%	-0.5%	·	·	1.6%	·	·	·	·
O=C(CSC(=S)N1CCOCC1)Nc1nc(-c2ccccc2)c(-c2ccccc2)o1	-1%	-2%	0.3%	0%	1.1	7.2%	0.9%	-2%	-0.18	1561
COCCSc1ccccc1C(=O)NCCc1ccccc1	1%	7%	0.6%	-6%	1	0.5%	3.4%	-5%	-0.36	1423
Cc1ccc(C)c(NC(=S)NNC(=O)c2csc3c2CCC(C)C3)c1 (stereo not given)	1%	15%	-0.8%	8%	1	16%	-3.4%	12%	·	·
CC1(C)CC(=NO)CC(C)(C)N1	-4%	0%	0.7%	-11%	1.1	-1.1%	-2.6%	-13%	0.22	1194
CC(=O)Nc1cc2c3c(c1)CCN3C(=O)CC2	0%	14%	0.0%	·	·	-1.2%	·	·	·	·
Cc1cccc(C)c1NC(=O)CSc1nnc([C@@H]2CCCN2C(=O)OC(C)(C)C)o1	-4%	4%	-0.7%	6%	1.1	1.1%	-1.2%	3%	-0.09	1235
O=C1CSC(=S)N1c1cccc(Br)c1	1%	10%	0.8%	·	·	7.2%	·	·	·	·
CCN(c1ccccc1)S(=O)(=O)c1cc(NC(=O)Nc2ccccc2C#N)ccc1Cl	14%	3%	-0.7%	11%	1.2	11%	-1.9%	11%	-0.41	1459
COC(=O)NNC(=O)C12CC3CC(CC(C3)C1)C2	-1%	13%	·	9%	1.1	0.9%	-3.1%	19%	0.83	1307
CCN=C1NN=C(c2c[nH]c3ccccc23)CS1	-7%	28%	-0.2%	-4%	1.1	1.4%	-1.4%	4%	0.33	1442
Cc1cc(O)c(C(C)C)cc1N=C1CSC(=O)N1	-17%	1%	0.2%	21%	1	1.2%	-2.4%	1%	0.96	1316
CCc1sc(N(C(=O)Cc2ccccc2)c2ccccc2F)nc1-c1ccc(C)cc1	-3%	6%	0.4%	2%	1.1	1.4%	5.0%	15%	-0.33	1431
CCc1nnc(NC(=O)COC(=O)CN2C(=O)c3ccccc3C2=O)s1	-5%	0%	-0.2%	1%	1.1	2.9%	0.5%	0%	0.15	1586
O=C(O)c1ccccc1C(=O)NC1CCCCNC1=O (stereo not given)	2%	7%	0.4%	·	·	1.3%	·	·	0.06	1389
CN(CC/C=C1/c2ccccc2CSc2ccccc21)CCCO	2%	0%	?	-4%	1.1	-0.5%	0.3%	-6%	-0.13	1244
C=CCNC(=O)c1onc(CSc2ccc(C)c(C)c2)c1C(=O)O	-19%	3%	-0.3%	-10%	1.1	18%	0.7%	-6%	-0.32	1749
CCCCOC(=O)C1=C(C)NC2=C(C(=O)CCC2)C1c1cc(OC)ccc1OC (stereo not given)	17%	16%	·	0%	1.2	2.4%	-0.3%	5%	0.33	924
COc1ccccc1CNS(=O)(=O)c1ccc2c(c1)NC(=O)CS2	8%	13%	0.2%	·	·	1.6%	·	·	·	·
O=C(Cn1cnc2c(cnn2-c2ccccc2)c1=O)N1CCN(c2ccc(F)cc2)CC1	3%	1%	0.5%	-5%	1.1	-0.2%	-1.1%	-2%	-0.19	1182
Cc1cc(C)c(S(=O)(=O)NCc2cn3c(C)csc3n2)cc1C	-7%	2%	0.1%	-6%	1	0.1%	-2.3%	-7%	0.08	1313
Cn1cccc1C(=O)NC(=O)COC(=O)c1cc(Cl)ccc1[N+](=O)[O-]	1%	9%	-0.5%	·	·	-0.4%	·	·	0.36	1334
CCn1c(=O)c(C(=O)NNC(=O)Cc2ccccc2)c(O)c2ccccc21	-1%	7%	0.4%	·	·	3.2%	·	·	·	·
O=C(COC(=O)C1=COCCO1)Nc1cccc(Oc2ccccc2)c1	-6%	24%	0.1%	4%	1.1	0.7%	2.5%	1%	0.93	982
CCc1ccc(NC(=S)N2CCCCCCC2)cc1	-3%	3%	·	-7%	1.1	0.7%	-3.9%	-8%	0.19	1436
O=C(Nc1ccccn1)c1ccc(-c2ccccc2)cc1	-3%	8%	-0.5%	·	·	17%	·	·	·	·
c1cnc(NC2C3CC4CC(C3)CC2C4)nc1 (stereo not given)	0%	5%	0.6%	7%	1.1	4.0%	3.7%	18%	0.49	725
CC(NC(=O)COc1cccnc1[N+](=O)[O-])c1ccc(Cl)cc1Cl (stereo not given)	11%	12%	-1.1%	·	·	4.0%	·	·	·	·
O/N=C1\CCCc2nnc3c(c21)CCCC3	2%	19%	0.1%	0%	1.2	1.7%	·	-1%	0.43	1268
Cc1cc(C)c2oc(C(=O)Nc3ccc(S(=O)(=O)Nc4nccs4)cc3)cc(=O)c2c1	-6%	8%	0.4%	·	·	0.9%	·	·	0.61	1068
COc1ccc(C(=O)CSc2nc3c(c(=O)n(C)c(=O)n3C)n2C)cc1	-1%	-3%	1.1%	·	1	0.3%	0.5%	·	-0.07	1123
Cc1cc(C)nc(SC(C(=O)O)c2ccccc2)n1 (stereo not given)	-6%	24%	0.9%	-2%	1.1	2.5%	-1.4%	6%	0.38	1609
O=C(NC(Cc1ccc2c(c1)OCO2)C(=O)NC(Cc1ccccc1)C(=O)O)c1ccccc1 (stereo not given)	-9%	6%	·	1%	1.1	0.5%	1.9%	6%	-0.06	872
COc1cccc(C(=O)NCCN2C(=O)S/C(=C/c3cccs3)C2=O)c1OC	-5%	23%	-0.7%	1%	1.1	-0.1%	-0.7%	7%	-0.2	1647
Cc1c(C(=O)O)cccc1-n1c(C)cc(/C=N/Nc2ccc([N+](=O)[O-])cn2)c1C	-7%	30%	0.3%	·	·	1.7%	·	·	-0.37	1161
Cc1cccc(NC(=O)/C(C#N)=C\c2ccc(C(=O)O)cc2)c1	-4%	29%	0.9%	-9%	1.1	1.5%	-0.4%	-15%	-0.63	1150
COc1cc(OC)c(-c2nn3c(-c4cccnc4)nnc3s2)cc1OC	·	·	·	-3%	0.9	·	1.1%	-3%	-1.3	1171
COc1ccccc1N1CC(C)(C)C(=O)N(C(=O)c2ccc(C)cc2)C1=S	-7%	7%	-0.1%	·	·	1.6%	·	·	0.41	1107
C=CCn1c(C)nnc1SCC(=O)c1[nH]c(C)c(C(C)=O)c1C	0%	4%	-0.2%	-2%	1.1	1.0%	·	-4%	-0.27	1367
Nc1c(C(=O)N/N=C/c2cccnc2)oc2nc(-c3ccccc3)cc(-c3ccco3)c12	-7%	6%	1.3%	·	·	-0.2%	·	·	·	·
Cc1ccc2cc(CCNS(=O)(=O)c3ccc(F)cc3)c(=O)[nH]c2c1C	-9%	6%	·	-8%	1.1	0.5%	-1.4%	0%	-0.34	1335
CC(C)(C)c1ccc(SCCc2cccnc2)cc1	-5%	11%	0.4%	·	·	1.2%	·	·	0.01	1406
Cc1cccc(C(=O)NCc2ccco2)c1	1%	0%	-0.2%	·	·	-0.5%	·	·	·	·
Cc1cc(=O)oc(C)c1C(=O)N1CCN(Cc2ccc3c(c2)OCO3)CC1	-5%	-5%	-0.2%	-4%	1.1	0.6%	0.8%	-6%	-0.43	1273
O=C(Nc1cccc(Cl)c1)c1ccc(Cn2cc(Cl)cn2)cc1	4%	14%	-0.6%	3%	1.1	9.7%	3.2%	18%	-0.67	1501
O=C(NNC(=O)C1CCN(S(=O)(=O)c2ccccc2)CC1)c1ccccc1O	-3%	0%	0.3%	·	·	0.0%	·	·	·	·
N=c1c2c3c(sc2ncn1N)CCCC3	·	·	0.4%	10%	1	1.2%	-1.2%	16%	0.04	1480
